S1P2 antag: antagonists of human S1P2 receptor | O95136 | cell-based S1P2 antagonist assay, inhibition at 5 uM | inhibition, % at 5 µM | hit rate 0.21% among 97,000; in the data active = inhibition above about 45%;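 also: CRE beta-lactamase reporter cells expressing human S1P2 stimulated with S1P; 0% = agonist at EC80 alone and 100% = agonist plus reference antagonist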
EphB4 antag: antagonists of human EphB4-ephrin-B2 interaction | P54760 | EphB4 LBD / TNYL-RAW-Alexa532 peptide, fluorescence polarization | inhibition, % at 7 µM | hit rate 0.15% among 97,000 | AID 720;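 active = inhibition above the screen-wide mean inhibition plus 3 SD, cut at about 15% in these data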;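 also: 0% = DMSO wells and 100% = excess unlabeled TNYL-RAW peptide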
Target sequence (P54760 whole entry, looked up, the tested form may be a part): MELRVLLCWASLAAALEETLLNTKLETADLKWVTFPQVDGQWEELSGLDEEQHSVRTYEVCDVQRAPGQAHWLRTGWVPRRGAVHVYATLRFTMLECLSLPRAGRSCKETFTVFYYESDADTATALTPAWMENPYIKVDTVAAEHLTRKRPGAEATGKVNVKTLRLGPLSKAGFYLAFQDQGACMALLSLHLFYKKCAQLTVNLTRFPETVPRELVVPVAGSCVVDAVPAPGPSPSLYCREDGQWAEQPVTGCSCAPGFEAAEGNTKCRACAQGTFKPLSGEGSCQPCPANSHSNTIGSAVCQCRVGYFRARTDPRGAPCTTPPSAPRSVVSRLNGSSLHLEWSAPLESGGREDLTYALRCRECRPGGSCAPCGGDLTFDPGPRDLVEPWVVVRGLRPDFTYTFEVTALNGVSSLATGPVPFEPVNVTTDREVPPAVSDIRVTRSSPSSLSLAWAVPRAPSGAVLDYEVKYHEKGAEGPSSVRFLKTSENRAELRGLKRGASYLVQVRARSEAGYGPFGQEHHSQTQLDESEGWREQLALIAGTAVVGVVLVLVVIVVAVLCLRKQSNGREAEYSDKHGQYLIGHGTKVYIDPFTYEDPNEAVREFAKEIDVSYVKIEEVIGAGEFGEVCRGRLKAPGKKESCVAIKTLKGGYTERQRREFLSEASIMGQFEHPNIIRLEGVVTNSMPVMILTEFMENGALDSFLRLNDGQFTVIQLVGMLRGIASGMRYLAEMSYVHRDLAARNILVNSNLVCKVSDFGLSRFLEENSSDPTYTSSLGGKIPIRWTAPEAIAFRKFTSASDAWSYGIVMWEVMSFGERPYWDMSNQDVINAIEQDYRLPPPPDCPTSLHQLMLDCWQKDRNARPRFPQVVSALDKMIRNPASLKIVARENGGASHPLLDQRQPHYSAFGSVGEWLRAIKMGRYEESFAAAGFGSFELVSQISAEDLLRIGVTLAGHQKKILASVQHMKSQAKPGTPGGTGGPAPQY
PTPN22 inh 2: blocks human PTPN22 phosphatase activity; Q9Y2R2; hit rate 0.21% among 96,000; inhibition, % at 2 µM; recombinant LYP catalytic domain, DiFMUP fluorescence;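 active = inhibition at 2 µM at or above a set limit, the screen mean plus 3 SD, cut at about 24% in these data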;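 also: 0% = DMSO with enzyme and 100% = enzyme fully blocked by orthovanadate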
PostGolgi yeast: growth inhibition of a yeast mutant, post-Golgi transport screen; AID 739; inhibition, % at 10 µM; hit rate 0.9% among 98,000; post-Golgi transport phenotypic cell assay;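 also: yeast cells grown in 1536-well plates; yeast grown about 18 h at 30C before absorbance read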
LYP act: LYP (human) phosphatase activation. recombinant LYP, DiFMUP fluorescence; 0 = plate median, 100 = signal doubled. AID 697. Q9Y2R2. hit rate 0.11% among 96,000. activation, % at 2 µM;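 active = activation at 2 µM above a set limit, the mean plus 5 SD, cut at about 37% in these data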
FAK blocker: FAK (human) kinase inhibition; Q05397; biochemical FAK kinase activity assay; inhibition, %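 (tested at 7 µM)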; hit rate 0.84% among 97,000; in the data active = inhibition above about 19%;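 also: 0% = DMSO and 100% = reference compound high control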
PostGolgi ctrl: inhibits growth of the yeast control strain; inhibition, % at 10 µM; AID 738; hit rate 5% among 98,000; efflux-deficient yeast background strain, growth absorbance A615, 16 h
HIV Rev-RRE inh: HIV Rev-RRE protein-RNA interaction inhibition | hit rate 0.79% among 97,000 | inhibition, % at 8 µM | Rev peptide-RRE RNA binding, FRET | P05866;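 active = inhibition above the screen-wide mean plus 3 SD, cut at about 35% in these data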;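 also: 0% = median DMSO wells and 100% = median Neomycin B control wells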
Target sequence (P05866 whole entry, looked up): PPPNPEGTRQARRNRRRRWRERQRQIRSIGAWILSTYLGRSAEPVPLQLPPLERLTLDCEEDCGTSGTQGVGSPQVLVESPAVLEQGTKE
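Test system – labelled RRE RNA duplex and labelled Rev peptide · Signal – fluorescein-to-Cy5 FRET, 480 nm excitation · Evaluation – % inhibition of FRET ratio versus controls · Benchmarks – DMSO low control, neomycin B high control · Incubation – 5 min RNA-compound premix plus 15 min binding step, 25 °C · Medium – HEPES pH 7.5 salt buffer with EDTA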
S1P2 ag: S1P2 (human) receptor agonism; S1P2-expressing cell line, agonist reporter read-out; activation, % at 4.5 µM; hit rate 0.46% among 97,000; AID 729; in the data active = activation above about 16%;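 also: 0% = vehicle low control and 100% = maximal reference agonist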
The depositor's hits bear a star; . = not tested or not shown. Rule as the data show it, unless noted: active = inhibition above about 30%; inactive = the rest.

structure	S1P2 antag	EphB4 antag	PTPN22 inh 2	PostGolgi yeast	LYP act	FAK blocker	PostGolgi ctrl	HIV Rev-RRE inh	S1P2 ag
COc1cc(-c2nc(S(=O)(=O)c3ccc(C)cc3)c(N3CCOCC3)o2)cc(OC)c1OC	-55.1	-5.2	-12.6	11.6	13.3	-5.7	4.1	3.4	18.0*
COCCCn1c(SCC(=O)N2CCc3ccccc32)nnc1-c1ccco1	-28.3	-5.5	-19.6	.	20.7	2.6	.	-0.2	-3.2
CCn1c(CNc2ccc(F)cc2)nnc1SCCN1CCCCC1	12.2	-1.9	-4.6	-0.9	2.2	8.6	14.4	2.1	-5.9
CCOc1nc(Nc2ccc(F)cc2)nc(N2CCN(c3ccc(OC)cc3)CC2)n1	-7.6	-1.7	3.2	-6.4	-4.3	0.7	5.0	-1.2	-0.9
Cc1ccc(NC(=O)c2cc(-c3cccs3)on2)cc1	-9.2	6.3	0.2	5.4	1.2	2.3	4.0	1.1	-9.5
CCOc1ccccc1OCCCCCc1c(C)n[nH]c1C	-10.0	-4.7	0.2	-6.0	-2.7	-0.5	11.8	6.8	-3.3
Cc1ccc(NC(=O)c2ccc(OC(=O)c3cc4ccccc4o3)cc2)cc1	-16.9	-8.8	3.3	21.8	-1.3	3.8	0.9	18.4	-0.8
CCn1nnnc1SCC(=O)NCc1cccs1	3.7	-2.4	-8.0	-1.9	5.9	-4.0	12.4	6.4	-4.8
Cc1[nH]nc(SCC(=O)N2CCCCC2)c1[N+](=O)[O-]	-7.2	-4.4	-6.0	7.5	7.5	0.1	5.3	5.1	-1.6
CCn1cc(Br)c(C(=O)N2CCN(c3ccccc3)CC2)n1	3.2	8.5	-3.2	-6.5	2.8	-1.1	20.8	7.1	-5.8
CCOC(=O)c1csc(NC(=O)C2CCCCC2)n1	12.9	2.2	-2.3	-21.3	1.2	-1.2	6.1	4.4	-7.7
COc1ccc(Cl)c(NC(=O)Cn2nnc(-c3ccccc3N)n2)c1	-6.7	-4.4	-14.5	-7.5	11.8	5.8	16.7	5.0	1.4
CCC(CC)C(=O)Nc1cc(=O)n(C)c(=O)n1C	-0.2	3.8	-5.4	-5.6	2.4	2.6	2.0	10.2	0.0
O=C(COC(=O)c1c2c(nc3ccccc13)CCCC2)c1cccs1	-7.6	11.8	0.9	11.3	-3.3	6.0	14.8	7.9	-2.9
C#CC(C)(C)NC(=O)CSc1nc2c(c(=O)n(C)c(=O)n2C)n1CCCC	3.0	0.1	-1.3	3.7	-1.5	7.2	14.6	5.8	-7.2
Cc1ccc(S(=O)(=O)Cn2nnnc2C(c2ccc(F)cc2)N2CCCCC2)cc1 (stereo not drawn)	-9.4	-3.3	-3.3	3.7	7.7	0.4	14.9	13.4	-3.0
Cc1ccc(S(=O)(=O)n2cnc3ccccc32)c(C)c1	-8.1	5.8	-6.8	-2.5	8.4	0.2	-8.3	3.4	-4.0
COc1ccc(C2C(C#N)=C(N)Oc3c2c(C)nn3-c2ccccc2)cc1Cn1nc(C)c([N+](=O)[O-])c1C (stereo not drawn)	2.1	4.1	1.5	-5.2	-1.6	5.7	4.2	8.6	-4.7
Cc1c(/C=C/C(=O)c2ccc(Cl)s2)cnn1C	-0.6	-5.4	10.0	.	-9.5	2.3	.	0.5	-6.4
COc1ccccc1NC(=O)COc1ccccc1	13.7	1.6	2.0	-3.0	-2.1	-1.1	5.8	3.8	-3.9
COc1cccc(-c2nnc(SCC(=O)NCc3ccc4c(c3)OCO4)n2Cc2ccco2)c1	0.6	5.2	1.2	7.0	-0.6	-1.7	22.6	-1.2	-6.4
Cc1c(C(=O)O)oc2ccc(S(=O)(=O)NCc3ccccc3)cc12	-7.6	2.9	-3.2	6.2	7.3	-2.5	2.9	5.0	-2.4
CC(C)(C)NC(=O)Cn1c(SCC(=O)Nc2nccs2)nc2ccccc21	3.8	0.4	-11.8	.	8.0	-0.4	.	-3.0	-3.5
O=C(NCCN1CCCCCC1)c1ccc(N2CCCC2=O)cc1	9.3	4.9	5.9	-6.2	-3.2	2.5	13.1	5.2	-5.1
CC1(C)CC(=O)c2c(O)cc(O)cc2O1	-0.4	0.2	6.5	7.8	-5.2	-0.4	27.8	4.3	-2.1
CN(C)S(=O)(=O)c1ccc(/C(O)=C2/C(=O)C(=O)N(Cc3cccnc3)C2c2ccco2)cc1 (stereo not drawn)	-13.3	-6.7	0.9	0.3	-3.0	-1.5	21.2	1.9	-7.0
Clc1ccc(-c2nc3ncccn3c2Nc2ccc3c(c2)OCO3)cc1	-25.4	-2.8	0.4	-3.6	4.3	-4.9	3.9	1.9	2.7
CC1=C(OC(=O)c2ccc(Br)cc2)C(C)(C)C(c2ccccc2)OC1=O (stereo not drawn)	-15.7	-2.4	-0.9	6.1	2.9	5.6	9.8	16.9	1.1
COc1cccc(C2C3(C#N)C(N)=NC(OC)(OC)C23C#N)c1 (stereo not drawn)	16.4	1.6	10.0	-4.7	-8.8	1.5	9.4	5.4	-1.5
Cc1ccc(NC(=O)C(c2ccc(Cl)cc2)N2CCCCC2)cc1 (stereo not drawn)	0.8	3.8	13.1	1.6	-9.4	-7.3	3.8	7.1	-5.4
CCOC(=O)c1nnc(-c2ccccc2)nc1NCc1ccc(Cl)cc1	2.5	-4.8	12.0	15.4	-8.4	-1.0	38.8*	0.1	-2.9
CCC1CCCCN1c1ccc([N+](=O)[O-])cc1/C=N/NC(=O)Cn1c2ccccc2c(=O)c2ccccc21 (stereo not drawn)	-0.5	3.2	9.7	4.7	-11.0	0.2	23.1	6.3	0.3
O=C(CCCn1c(=O)[nH]c2ccsc2c1=O)N1CCCCC1	4.4	3.2	1.5	0.0	-3.5	0.9	3.3	0.9	-0.1
CCOC(=O)C1(C)NC(c2ccc(N(C)C)cc2)C2C(=O)N(CC)C(=O)C21 (stereo not drawn)	11.2	-4.0	-10.9	7.8	10.2	1.4	6.2	1.4	-6.3
Cc1csc(SCCn2c(N3CCN(c4ccccc4)CC3)nc3c2c(=O)[nH]c(=O)n3C)n1	30.0	-4.5	2.4	6.8	-3.0	-1.9	6.8	4.6	-4.2
CS(=O)(=O)N(CC(=O)NC1CC2CCC1C2)c1cccc(C(F)(F)F)c1 (stereo not drawn)	-6.7	-8.6	-3.7	-5.0	7.7	-2.4	30.6*	1.9	-7.4
CCOC(=O)c1c(NC(=O)CN2CCN(c3ccc(Cl)cc3)CC2)sc(C)c1C	-7.3	4.9	7.3	-9.6	-5.3	-1.3	-0.6	7.1	-4.1
O=C(C1CCC(Cn2c(=S)[nH]c3ccccc3c2=O)CC1)N1CCN(c2ccccc2)CC1 (stereo not drawn)	12.3	13.2	9.4	.	-10.9	0.3	.	0.6	-4.2
CC(=O)c1c(NC(=O)C(C)C)nc(C)nc1-c1ccccc1	-3.3	-2.0	-13.6	4.5	9.9	-1.9	1.8	0.1	-2.0
CC(C)(C)NC(=O)CSc1nc2ccc(NC(=O)CSc3nnnn3Cc3ccccc3)cc2s1	7.5	-1.4	-2.4	-0.7	2.3	4.2	13.6	7.5	-7.3
CCOc1cc(C)c(C(C)C)cc1S(=O)(=O)N1CCN(C)CC1	-4.4	-5.7	-5.3	-2.0	4.6	-1.1	20.4	4.3	-1.9
CC1(C)Cc2ccccc2-c2nnc(SCC(=O)N3CCN(c4ccccc4)CC3)n21	-4.6	-0.2	0.0	2.1	-2.5	0.7	13.8	6.8	-6.5
C=CCn1c(N)c(C(=O)NCC2CCCO2)sc1=S (stereo not drawn)	-7.1	-4.8	-2.0	-3.0	-1.2	-0.5	32.0*	1.6	-5.1
O=C1CC(N2CCN(Cc3ccccc3)CC2)C(=O)N1c1ccc2c(c1)OCCO2 (stereo not drawn)	-20.0	5.0	-23.7	-0.8	27.0	2.2	-4.9	8.9	-2.3
CCN1CCN(c2nc3c(C)cccn3c(=O)c2/C=C(\C#N)S(=O)(=O)c2ccccc2)CC1	-16.0	4.6	4.3	-2.2	-3.6	-1.2	26.0	9.5	-4.0
CC(=O)c1sc(Nc2nc3ccc(F)cc3s2)nc1C	-12.1	-9.5	-0.7	7.3	1.1	3.3	27.3	8.9	5.0
N#Cc1ccc(OCc2nnc(SCC(=O)N3CCCc4ccccc43)n2-c2ccccc2)cc1	27.2	0.5	-10.9	-5.4	11.6	1.1	-1.8	5.7	-3.8
COc1ccc(-c2c3c(=O)n(C)c(=O)n(C)c3cn2NC(C)=O)cc1	-0.1	2.0	6.6	1.0	-9.2	0.9	8.4	8.4	-0.7
O=C(CN(Cc1ccco1)C(=O)CNS(=O)(=O)c1ccccc1)NC1CCCCC1	6.4	1.0	-2.1	-5.2	-0.3	1.6	11.2	0.6	-2.8
Cn1c(SCC(=O)NCc2ccc3c(c2)OCO3)nnc1C1COc2ccccc2O1 (stereo not drawn)	3.0	-1.4	-6.9	-2.8	5.3	-3.7	4.8	1.6	-3.1

Part of the list above in order of number of heavy atoms, high to low.
structure	S1P2 antag	EphB4 antag	PTPN22 inh 2	PostGolgi yeast	LYP act	FAK blocker	PostGolgi ctrl	HIV Rev-RRE inh	S1P2 ag
CCN1CCN(c2nc3c(C)cccn3c(=O)c2/C=C(\C#N)S(=O)(=O)c2ccccc2)CC1	-16.0	4.6	4.3	-2.2	-3.6	-1.2	26.0	9.5	-4.0
CCOC(=O)c1nnc(-c2ccccc2)nc1NCc1ccc(Cl)cc1	2.5	-4.8	12.0	15.4	-8.4	-1.0	38.8*	0.1	-2.9
Cc1ccc(NC(=O)C(c2ccc(Cl)cc2)N2CCCCC2)cc1 (stereo not drawn)	0.8	3.8	13.1	1.6	-9.4	-7.3	3.8	7.1	-5.4

New compounds follow.
structure	S1P2 antag	EphB4 antag	PTPN22 inh 2	PostGolgi yeast	LYP act	FAK blocker	PostGolgi ctrl	HIV Rev-RRE inh	S1P2 ag
O=C(O)Cn1c(SC2CCCCC2)nc2ccccc21	-8.7	-2.6	-2.0	2.1	-0.2	-0.7	-5.1	2.1	-8.7
CCCCn1nnnc1NCc1cccc(OC)c1OC	-17.9	-13.4	-2.6	1.1	0.8	-1.7	8.9	1.8	-0.7
CC1Cc2ccccc2N1Cc1cc(=O)n2ccsc2n1 (stereo not drawn)	15.4	2.5	-0.8	-4.2	3.4	-0.2	5.2	27.0	-7.3
C=C(C)C(=O)Nc1ccc(OC(F)(F)C(F)F)c(NC(=O)C(=C)C)c1	4.0	2.7	-12.0	1.1	14.9	-3.3	12.0	-3.3	-5.8
Cc1cc(C)c(C(N)=O)c(Nc2ccc3c(c2)OCCO3)n1	-33.6	-3.3	-5.0	3.3	5.6	3.0	5.9	3.2	-2.2
CCC(C)NS(=O)(=O)c1ccc(OCC(=O)N2CCC(C)CC2)cc1 (stereo not drawn)	-4.5	4.8	5.4	.	-5.0	0.4	.	1.7	-3.0
COc1ccc(Cl)cc1N1CC(c2nc3ccccc3[nH]2)CC1=O (stereo not drawn)	-5.3	4.3	-0.5	8.2	-0.5	2.3	10.3	0.5	-0.2
Cc1c(S(=O)(=O)N2CCN(C(c3ccccc3)c3ccccc3)CC2)c(=O)n(C)c(=O)n1C	20.0	-3.4	-8.7	0.8	5.2	-0.7	27.3	2.9	-5.2
Clc1ccc2c(NCc3ccccn3)ncnc2c1	-1.2	3.5	3.7	-3.9	-2.8	15.5	-4.5	7.3	-8.5
O=C(Nc1cccc(NC(=O)c2ccco2)c1)c1cnccn1	-20.4	-6.8	-8.1	.	7.6	-0.2	.	0.3	-2.5
COc1ccc(Cn2nnnc2CN(Cc2cc3cccc(C)c3[nH]c2=O)C2CCCC2)cc1	-23.2	1.1	4.3	-3.7	-5.1	0.1	-3.9	-1.1	-4.4

Screening results: PubChem, several laboratories
